PPARg SRC3 recr – PPARgamma-driven SRC-3 recruitment agonism; biochemical PPARgamma/SRC-3 coactivator recruitment assay; activation, % at 8 µM; actives 0.26% (n = 200,000); AID 731; in the data active = activation above about 23%;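 note: 0% = DMSO and 100% = reference agonist; some compounds past the cut are filed as inactive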
Target sequence (P37231 whole entry, looked up): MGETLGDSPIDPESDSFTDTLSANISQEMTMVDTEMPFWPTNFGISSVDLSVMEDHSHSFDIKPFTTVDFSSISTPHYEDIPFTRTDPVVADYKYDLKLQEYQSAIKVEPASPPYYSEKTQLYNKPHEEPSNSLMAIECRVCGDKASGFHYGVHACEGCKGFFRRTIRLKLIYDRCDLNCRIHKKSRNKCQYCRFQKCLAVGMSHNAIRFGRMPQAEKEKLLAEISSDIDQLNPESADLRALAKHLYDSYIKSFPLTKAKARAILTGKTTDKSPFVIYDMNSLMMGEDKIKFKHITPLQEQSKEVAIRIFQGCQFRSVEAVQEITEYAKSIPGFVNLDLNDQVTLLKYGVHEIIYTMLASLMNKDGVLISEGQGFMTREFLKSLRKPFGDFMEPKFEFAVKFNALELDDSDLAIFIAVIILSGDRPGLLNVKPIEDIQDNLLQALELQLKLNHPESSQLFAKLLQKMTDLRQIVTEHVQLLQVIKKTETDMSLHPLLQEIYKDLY
bIAP inh – intestinal alkaline phosphatase (bovine) inhibition; 190,000 tested, under 10 active; purified bovine IAP, CDP-star luminescence, 30 min; inhibition, % at 20 µM;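 active = over 50% inhibition of intestinal alkaline phosphatase at 20 µM in the single-dose screen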
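test system = bovine IAP enzyme | medium = DEA buffer 100 mM, pH 9.8, with MgCl2 1.0 mM, ZnCl2 0.02 mM | detection = luminescence | dosing = single compound dose of 20 µM, 2% DMSO final | incubation = 30 min reaction at room temperature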
PPARg SRC-1 ag – promotes SRC-1 coactivator recruitment by human PPARgamma. PPARgamma-SRC-1 coactivator recruitment biochemical assay. actives 0.41% (n = 200,000). activation, % at 8 µM. P37231; in the data active = activation above about 19%;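 note: 0% = DMSO and 100% = reference agonist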
HMGR II inh – blocks class II HMG-CoA reductase of Enterococcus faecalis. inhibition, % at 10 µM. actives 0.41% (n = 190,000). AID 1066. purified E. faecalis HMGR, NADPH absorbance 340 nm kinetic;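 active = inhibition above a set limit, the median over all tested compounds plus 3 SD, cut at about 9.5% in these data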;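 note: enzyme runs in reverse so mevalonate oxidation gives rising NADPH absorbance; 0% = complete reaction with DMSO and 100% = background rate lacking mevalonate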
RAM inhibit – blocks the yeast RAM network; inhibition, % at 50 µM; actives 1.8% (n = 190,000); AID 868; S. cerevisiae dse1pr::URA3 reporter, 5-FOA growth OD615, 2 d; analog-sensitive cbk1-as2 kinase mutant strain;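 active = inhibition above a set limit, 3 SD over mean compound inhibition, cut at about 8.4% in these data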;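 note: 0% = DMSO-only wells with no growth and 100% = 10 µM 1-NA-PP1 full growth; inhibition rescues growth on 5-FOA so higher OD means more RAM inhibition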
S1P3 antag – blocks the human S1P3 receptor; Q99500; CHO S1P3 NFAT-BLA reporter, FRET fluorescence, antagonist mode; inhibition, % at 4.98 µM; actives 0.27% (n = 170,000);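 active = inhibition above the plate cutoff, the mean inhibition of test wells on that plate plus 3 SD, cut at about 28% in these data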;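 note: cells challenged with S1P at its EC80 of 0.8 µM; blue over green emission ratio from cleaved BLA substrate after 4 h stimulation; 0% = S1P-stimulated wells and 100% = unstimulated DMSO-only wells; some compounds past the cut are filed as inactive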
PPARg SRC2 recr – PPARgamma-driven SRC-2 recruitment agonism | P37231 | PPARgamma LBD-SRC-2 recruitment, biochemical | activation, % at 8 µM | actives 0.34% (n = 200,000); in the data active = activation above about 22%;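 note: 0% = vehicle and 100% = reference agonist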
DTT redox prof – compounds producing H2O2 with reducing agent – biochemical, NIH compound library profiling, artefact control for MLSCN library redox annotation, primary screen; DTT-dependent redox cycling H2O2, phenol red/HRP absorbance; 100% = 100 µM peroxide control, 0% = buffer; activation, % at 10 µM; actives 0.03% (n = 200,000); AID 878;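 active = activation of at least 50% relative to the plate's high and low controls in the primary single-dose screen; inactive = activation below 50%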;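 note: compound incubated with DTT at 0.8 mM final as the reducing agent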
ROMK mod – modulates human ROMK potassium channel activity; P48048; AID 1918; actives 2% (n = 130,000); B-score at 10 µM; Tet-inducible ROMK, thallium flux fluorescence; actives lie on both sides;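 active = signal ratio slope over the read window, or its plate-corrected B-score, at least 3 SD from the plate mean, either direction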;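 note: B-score of the F/F0 ratio slope over 7 to 12 s after thallium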
Target sequence (P48048 whole entry, looked up): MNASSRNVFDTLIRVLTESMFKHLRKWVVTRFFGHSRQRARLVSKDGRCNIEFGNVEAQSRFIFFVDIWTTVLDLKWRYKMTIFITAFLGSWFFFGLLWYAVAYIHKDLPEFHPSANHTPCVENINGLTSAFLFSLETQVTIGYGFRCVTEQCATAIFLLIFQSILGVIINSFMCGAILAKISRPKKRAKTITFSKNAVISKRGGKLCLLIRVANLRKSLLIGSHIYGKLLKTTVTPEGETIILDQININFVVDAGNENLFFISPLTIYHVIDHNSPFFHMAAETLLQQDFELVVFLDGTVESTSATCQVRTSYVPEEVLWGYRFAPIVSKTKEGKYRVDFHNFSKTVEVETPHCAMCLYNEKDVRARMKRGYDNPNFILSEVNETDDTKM
TR-FRET SRC-2 ct – counter-screen for PPARgamma SRC-2 recruitment agonists: TR-FRET artefact; hits give high values; TR-FRET ratio at 8 µM; actives 0.4% (n = 200,000); in the data active = TR-FRET ratio above about 2000; note: inactives centre near 1500
Lmaj promast – reduces viability of Leishmania major promastigotes; resazurin fluorescence viability; inhibition, % at 10 µM; actives 9% (n = 200,000); AID 1063; in the data active = inhibition above about 50%;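 note: promastigotes grown with compound for 44 hours at 28 °C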
Starred values were filed as active, the others as inactive; . = no result given.

entry	Structure	PPARg SRC3 recr	bIAP inh	PPARg SRC-1 ag	HMGR II inh	RAM inhibit	S1P3 antag
1	COc1ccc(C)cc1-n1nnnc1SCC1CCCO1 (stereo not drawn)	-5	-1	4	-1	.	.
2	CCc1ccccc1N1CCN(S(=O)(=O)c2ccc(F)c(C)c2)CC1	13	27	3	2	7.2	4
3	COCCN(C(=O)c1ccccc1OC)c1nnc(C)s1	5	6	10	-2	-0.8	-19
4	CNc1c(N)c(=O)oc2ccccc12	-6	-5	-1	-7	-1.0	-14
5	CCN1C(=O)S/C(=C/c2ccc(Sc3nc4ccccc4[nH]3)o2)C1=O	-3	2	4	2	2.2	-7
6	COc1cccc2cc(-c3cn4cccc(C)c4n3)c(=O)oc12	2	.	2	.	.	38
7	CCCCOc1ccc(C(=O)OC2CC(C)N(C)CC2C)cc1 (stereo not drawn)	-7	10	2	0	-0.6	.
8	O=C(O)CCc1ccc(-c2cccs2)n1CC1CCCO1 (stereo not drawn)	-3	8	2	-1	3.3	-16
9	CSc1c[n+]2c(n1C)CCC2	4	6	6	-6	1.9	-22
10	O=C(Nc1cnc2ccccn2c1=O)c1ccc(Cl)cc1Cl	-1	-14	14	-7	-0.3	-9

entry	PPARg SRC2 recr	DTT redox prof	ROMK mod	TR-FRET SRC-2 ct	Lmaj promast
1	0	0.1	-0.049	1474	-7
2	11	-2.7	.	1687	3
3	12	-2.1	0.89	1596	-4
4	-3	-0.2	0.77	1391	15
5	2	0.6	.	1557	-3
6	9	1.2	.	1576	-3
7	8	-1.0	-2.7	1716	98*
8	1	0.7	.	1364	7
9	4	1.2	0.18	1598	-7
10	5	-0.1	-0.08	1640	-6

Results in S1P3 antag, for some of the entries so far:
No.	Compound	S1P3 antag
2	CCc1ccccc1N1CCN(S(=O)(=O)c2ccc(F)c(C)c2)CC1	4
5	CCN1C(=O)S/C(=C/c2ccc(Sc3nc4ccccc4[nH]3)o2)C1=O	-7

Further structures:
entry	Structure	PPARg SRC3 recr	bIAP inh	PPARg SRC-1 ag	HMGR II inh	RAM inhibit	S1P3 antag
11	CC1CCN(S(=O)(=O)N2CCC(C(=O)NCc3ccc4c(c3)OCO4)CC2)CC1	-3	3	0	4	5.7	-8
12	Cc1onc(-c2ccccc2)c1C(=O)NNC(=S)NC(=O)/C=C/c1cccs1	-5	17	-3	-7	2.1	-7
13	Cc1ccc2cc(C)c3nnc(SCC(=O)Nc4nc5c(s4)CCCC5)n3c2c1	-5	10	3	-5	5.1	.
14	CN(Cc1ccccc1)c1cc(Cl)nc(N)n1	4	0	-1	-1	1.5	-10
15	Cc1ccc(-n2c(C)cc(C(=O)COC(=O)c3c(C)noc3C)c2C)cc1	-5	1	-7	-3	8.2	-20
16	CSc1snc(SCC(N)=O)c1C#N	9	10	2	-3	-1.0	-4
17	CCCC(=O)Nc1cc(OC)c(OC)cc1C(=O)O	10	8	1	0	-0.3	-12
18	CC1(C)Cc2nc(NCCCO)c(C#N)cc2CO1	-4	-1	3	-3	1.6	.
19	Cc1cc(C=O)c(C)n1-c1sc2c(c1C(=O)O)CCCC2	-2	-17	-2	0	-0.3	1
20	CNC(=O)c1sc(N2N=C3/C(=C/c4ccccc4)CCCC3C2c2ccccc2)nc1C (stereo not drawn)	9	-26	5	0	9.9*	.

entry	PPARg SRC2 recr	DTT redox prof	ROMK mod	TR-FRET SRC-2 ct	Lmaj promast
11	3	0.0	-0.5	1553	10
12	-6	0.2	.	1652	-2
13	1	0.3	-1.4	1354	13
14	7	-1.8	-0.61	1514	-3
15	-8	-0.5	-0.35	1287	12
16	-11	-0.4	0.34	1652	-6
17	6	1.1	.	1827	-4
18	-2	-0.1	-0.12	1549	-3
19	0	0.3	0.14	1603	44
20	6	0.9	.	1555	44

Some of these compounds in order of SMILES length, rising:
entry	Structure	PPARg SRC3 recr	bIAP inh	PPARg SRC-1 ag	HMGR II inh	RAM inhibit	S1P3 antag
14	CN(Cc1ccccc1)c1cc(Cl)nc(N)n1	4	0	-1	-1	1.5	-10
18	CC1(C)Cc2nc(NCCCO)c(C#N)cc2CO1	-4	-1	3	-3	1.6	.
17	CCCC(=O)Nc1cc(OC)c(OC)cc1C(=O)O	10	8	1	0	-0.3	-12
8	O=C(O)CCc1ccc(-c2cccs2)n1CC1CCCO1 (stereo not drawn)	-3	8	2	-1	3.3	-16
19	Cc1cc(C=O)c(C)n1-c1sc2c(c1C(=O)O)CCCC2	-2	-17	-2	0	-0.3	1
5	CCN1C(=O)S/C(=C/c2ccc(Sc3nc4ccccc4[nH]3)o2)C1=O	-3	2	4	2	2.2	-7
12	Cc1onc(-c2ccccc2)c1C(=O)NNC(=S)NC(=O)/C=C/c1cccs1	-5	17	-3	-7	2.1	-7
11	CC1CCN(S(=O)(=O)N2CCC(C(=O)NCc3ccc4c(c3)OCO4)CC2)CC1	-3	3	0	4	5.7	-8
20	CNC(=O)c1sc(N2N=C3/C(=C/c4ccccc4)CCCC3C2c2ccccc2)nc1C (stereo not drawn)	9	-26	5	0	9.9*	.

entry	PPARg SRC2 recr	DTT redox prof	ROMK mod	TR-FRET SRC-2 ct	Lmaj promast
14	7	-1.8	-0.61	1514	-3
18	-2	-0.1	-0.12	1549	-3
17	6	1.1	.	1827	-4
8	1	0.7	.	1364	7
19	0	0.3	0.14	1603	44
5	2	0.6	.	1557	-3
12	-6	0.2	.	1652	-2
11	3	0.0	-0.5	1553	10
20	6	0.9	.	1555	44

(continued)
entry	Structure	PPARg SRC3 recr	bIAP inh	PPARg SRC-1 ag	HMGR II inh	RAM inhibit	S1P3 antag
21	Cc1ccc(N2CCN(S(=O)(=O)c3ccc(F)c(C)c3)CC2)c(C)c1	1	26	-2	0	5.3	11
22	COc1cccc(CN2CCN(Cc3cccc4c3OCO4)CC2CCO)c1 (stereo not drawn)	2	-4	3	0	-0.8	10
23	COc1cc(C(=O)Nc2ccc3oc(-c4cccnc4)nc3c2)cc(OC)c1OC	-4	-2	0	1	3.1	-3
24	CSC1=N/C(=C\c2c(F)cccc2Cl)C(=O)S1	3	-2	8	-3	3.3	-1
25	COc1ccc(S(=O)(=O)Nc2nc3n(n2)C(c2ccc(Cl)cc2)CC(=O)N3)cc1 (stereo not drawn)	8	-27	1	-6	5.2	.
26	O=C(COC(=O)C1CC(=O)N(Cc2ccccc2)C1)c1ccc(F)cc1 (stereo not drawn)	-2	-3	-1	-3	0.4	-4
27	CC(=O)Nc1cccc(Oc2cc(C#N)c(C#N)cc2N2CCCCCC2)c1	-13	-2	-3	-2	7.3	-10
28	COc1ccc(S(=O)(=O)N2CCN(c3ccccc3)CC2)cc1	-2	11	2	2	1.0	-8
29	O=C(Nc1ccccc1Cl)NC1(C(=O)N2CCCC2)CCCCC1	1	13	2	1	1.1	.
30	Cn1c(=O)cc(SCC(=O)NCCC2=CCCCC2)c2ccccc21	8	9	5	0	0.1	1

entry	PPARg SRC2 recr	DTT redox prof	ROMK mod	TR-FRET SRC-2 ct	Lmaj promast
21	1	-3.3	-2.5	1476	2
22	2	-0.7	-0.012	1714	8
23	2	0.0	-0.76	1642	2
24	1	-0.3	1.4	1474	28
25	8	-4.4	.	1380	-8
26	2	-0.1	-0.034	1555	-6
27	10	0.8	.	1687	61*
28	0	-0.3	-0.0095	1497	-9
29	2	-0.3	.	1538	4
30	12	-0.2	-0.012	1894	31

entry	Structure	PPARg SRC3 recr	bIAP inh	PPARg SRC-1 ag	HMGR II inh	RAM inhibit	S1P3 antag
31	Cc1ccc(OC(=O)c2ccccc2C(=O)OCC(F)(F)C(F)F)cc1	-4	2	0	-1	8.9*	.
32	O=C(/C=C/c1ccco1)OCc1nnc(-c2ccccc2)o1	-1	17	6	-1	-0.8	14
33	O=C(CNS(=O)(=O)c1cccs1)NCc1ccccc1	1	5	0	1	0.6	-19
34	CCCS(=O)(=O)c1c(S(=O)(=O)CCC)c2c(N)cccn2c1C(=O)c1ccc(Br)cc1	3	5	-2	-6	13*	.
35	COc1ccc(C(=O)N2CCCC2)cc1	-8	9	-2	-1	1.3	-28
36	Cn1c(N2CCCCC2)nc2c1c(=O)n(Cc1cccc(Br)c1)c(=O)n2C	2	9	-7	-4	0.3	-26
37	N=C1C(c2ccccc2)=C(O)CN1c1ccccc1N1CCOCC1	-4	-4	-2	0	1.8	.
38	O=CC1=C(N2CCOCC2)/C(=C/c2ccc(Cl)cc2)CC1	7	-3	2	3	-0.1	-21
39	CCC(=O)NC(=S)Nc1ccc(NC(=O)CC)cc1	1	-1	8	-8	0.4	-12
40	O=C(NCc1ccc(F)cc1)c1cccc(S(=O)(=O)N2CCCC2)c1	-26	11	0	-1	1.8	-14

entry	PPARg SRC2 recr	DTT redox prof	ROMK mod	TR-FRET SRC-2 ct	Lmaj promast
31	-3	0.1	-1.7	1268	10
32	6	0.0	.	1679	-2
33	1	-0.9	0.013	1523	2
34	-2	0.8	-3	1283	25
35	4	0.5	0.68	1542	-6
36	1	-0.1	-0.011	1288	9
37	5	0.3	0.66	1434	-4
38	-2	-0.3	-0.16	1665	3
39	6	-0.4	0.76	1677	-2
40	-1	0.0	-0.58	1415	0

entry	Structure	PPARg SRC3 recr	bIAP inh	PPARg SRC-1 ag	HMGR II inh	RAM inhibit	S1P3 antag
41	Cc1ccc(CN2CCN(/N=C/c3cc(Br)cc(Br)c3O)CC2)c(C)c1	-1	1	-1	1	-1.9	-8
42	CCCS(=O)(=O)N1CCN(CCN2C(=O)c3cccc4cccc(c34)C2=O)CC1	-3	0	-6	-2	1.4	-24
43	COC(=O)c1ccc(C2CC(=O)Nc3cc(OC)c(OC)c(OC)c32)cc1 (stereo not drawn)	13	-2	3	-1	2.1	15
44	CN(C)CC(C)(C)CNC(=O)c1cc(Br)cc(Br)c1O	-1	0	-2	1	2.0	-1
45	CCc1nnc(NC(=O)C=C(C)C)s1	-7	7	8	-6	1.9	.
46	CCOC(=O)N1CCN(C(=O)CSc2cc(C)nc3c(-c4ccccc4OC)c(C)nn23)CC1	12	3	0	-9	0.2	14
47	CN=CC1=C(O)C(C(=O)OC)C(C)(C)CC1=O (stereo not drawn)	-6	14	0	1	2.7	-13
48	CC1CCCC/C1=N\Nc1ccc(S(N)(=O)=O)cc1[N+](=O)[O-] (stereo not drawn)	8	4	5	-2	1.9	-1
49	CC1=NN(/C(=N\c2nnc(C)s2)Nc2ccccc2)[C@H](c2ccc(C)cc2)S1	-10	-5	-3	-6	1.5	.
50	CCN(C(=O)c1c(-c2ccccc2)noc1C)c1ccccc1	1	7	0	-2	0.9	-6
51	CCCOC(=O)c1cc(NC(=O)/C=C/c2ccccc2)ccc1O	3	-1	3	-12	1.6	5
52	COc1ccc(S(=O)(=O)N(CCCN2CCOCC2)Cc2cccc3ccccc23)cc1	2	-10	4	-3	-0.2	.

entry	PPARg SRC2 recr	DTT redox prof	ROMK mod	TR-FRET SRC-2 ct	Lmaj promast
41	-1	0.0	0.66	1435	13
42	-9	-0.2	0.071	1288	11
43	1	1.6	-0.75	1540	8
44	-1	-0.1	-0.58	1519	-2
45	0	0.8	0.44	1443	-6
46	3	3.3	.	1552	-4
47	-1	0.3	-1	1283	-1
48	9	-0.4	0.8	1539	8
49	8	1.2	.	1342	3
50	-8	0.4	-0.04	1447	7
51	1	-0.5	0.27	1778	3
52	3	0.6	0.25	1662	99*

Screens (PubChem)
